KAT2A inh = GCN5L2 (KAT2A) acetyltransferase inhibition; Potency, µM (series often up to 58.9 µM), for the others: at the top dose activity change, negative = inhibition, hits mostly inhibitors; actives 0.21% (n = 390,000); Q92830; GCN5L2 HAT assay, ThioGlo1 CoA-SH fluorescence
Target sequence (Q92830 whole entry, looked up): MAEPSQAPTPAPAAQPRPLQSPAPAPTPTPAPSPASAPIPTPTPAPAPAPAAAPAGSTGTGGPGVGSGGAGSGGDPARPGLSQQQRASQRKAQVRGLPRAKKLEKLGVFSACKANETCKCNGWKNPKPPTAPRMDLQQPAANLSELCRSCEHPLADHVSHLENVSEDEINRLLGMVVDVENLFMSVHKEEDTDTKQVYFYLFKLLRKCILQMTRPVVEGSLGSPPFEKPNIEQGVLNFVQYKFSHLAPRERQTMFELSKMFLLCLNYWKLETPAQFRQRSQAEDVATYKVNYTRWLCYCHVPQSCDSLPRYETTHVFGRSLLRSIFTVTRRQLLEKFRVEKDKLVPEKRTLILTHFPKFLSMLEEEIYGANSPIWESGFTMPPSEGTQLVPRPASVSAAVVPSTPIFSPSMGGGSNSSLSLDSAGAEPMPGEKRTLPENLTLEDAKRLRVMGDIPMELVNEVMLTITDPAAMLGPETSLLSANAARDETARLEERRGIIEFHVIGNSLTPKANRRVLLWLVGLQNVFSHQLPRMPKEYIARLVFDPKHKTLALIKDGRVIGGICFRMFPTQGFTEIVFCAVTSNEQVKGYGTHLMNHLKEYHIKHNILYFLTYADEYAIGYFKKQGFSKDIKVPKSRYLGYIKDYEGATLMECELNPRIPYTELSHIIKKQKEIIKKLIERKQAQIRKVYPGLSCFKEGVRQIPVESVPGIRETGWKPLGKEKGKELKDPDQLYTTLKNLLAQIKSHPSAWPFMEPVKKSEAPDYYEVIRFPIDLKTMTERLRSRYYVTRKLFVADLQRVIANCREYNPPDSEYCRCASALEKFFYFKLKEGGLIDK
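Free CoA generated was detected with ThioGlo1 (50uM) fluorescence at Ex340nm/Em540nm, read immediately and after 20 min at room temperature. Enzyme, 20 nM in HEPES pH 7.5 buffer, saw compounds 15 min before adding 75uM H3(1-25) peptide and 70uM acetyl-CoA.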
N370S GC mod = inhibitors or activators of N370S glucocerebrosidase for Gaucher disease. AID 2101. actives 0.092% (n = 330,000). P04062. Potency, µM (doses to about 59.4 µM), inactives show top-dose activity change, negative = inhibition, hits mostly inhibitors. N370S GC spleen homogenate, 4MU-glucoside fluorescence;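 note: 0% = full enzyme activity and -100% = no enzyme basal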
FEN1 inh = inhibitors of human flap endonuclease 1; P39748; Recombinant FEN1 flap cleavage, fluorescence, 15 min; Potency, µM (doses to about 114 µM), for the others: at the top dose activity change, negative = inhibition, usual class: inhibitors; actives 0.35% (n = 390,000); note: nearly all actives have a fitted effect of over 65% in size
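With each library titrated from low to high concentration, compounds met 10 nM FEN1 for 15 min at room temperature before 50 nM substrate was added; readings at 0 and 15 min fed four-parameter Hill curve fits.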
An asterisk follows results filed as active; ? = inconclusive; . = no result given; [ ] = remark or other dose. Calls come from the whole dose curve; as a rule, active = well fitted curve in the direction sought with a large enough effect; inconclusive = small, poorly fitted or top-dose-only effect, or another doubt; inactive = no such curve, though single readings can be large; an effect the other way counts as inactive or inconclusive. Unless noted, % is set by controls: 0 for no effect and ±100 for the full control effect; potency is the fitted concentration of half-maximal effect.

No.	SMILES	FEN1 inh	N370S GC mod	KAT2A inh
1	COc1ccc(CC(=O)Nc2ccccc2N2CCOCC2)cc1OC	-1%	1%	0%
2	COc1ccc(C2=NO[C@@H]3C(=O)N(c4ccc5c(c4)OCCO5)C(=O)[C@H]23)cc1OC	-8%	-9%	-8%
3	S=C(NCc1ccc(Cl)c(Cl)c1)NCc1ccco1	4%	0%	-26%
4	CC(C)CCn1cnc2c1c(=O)n(C)c(=O)n2C	0%	-2%	-3%
5	COCc1ccc(CN2CCC(C(=O)Nc3cccc(-c4cscn4)c3)CC2)o1	-15%	-15%	-35%
6	CC(C)[C@H]1C(=O)Nc2ccccc2N1C(=O)N[C@@H](Cc1ccccc1)C(=O)N[C@@H](Cc1ccccc1)C(=O)O	5%	-1%	2%
7	COC(=O)C1=C(SC)N(c2ccccc2)C(c2ccccc2)CC1=O (stereo not drawn)	-2%	11%	-2%
8	Cc1ccccc1N1CC(C(=O)NC2CCCC2)CC1=O (stereo not drawn)	1%	-7%	1%
9	CCOCCN(C(=O)c1ccccc1Cl)c1cccc(C)c1C	3%	4%	-1%
10	CCCCCCSc1ncc(C#N)c(N)n1	-7%	11%	-6%
11	NS(=O)(=O)c1cccc(NC(=O)CSc2ncc(C(F)(F)F)cc2Cl)c1	-10%	-16%	-2%
12	O=C1OC(c2ccc(Cl)cc2)=C/C1=C/c1cccnc1	7%	-21%	-1%
13	CC(=O)Nc1ccc(S(=O)(=O)NCCC(=O)NCCOc2ccccc2)cc1	1%	.	-4%
14	Cc1ccc2[nH]c(=O)c(CN(CCO)C(=O)NCc3ccccc3)cc2c1	1%	3%	-2%
15	CC(C)c1ccc(NC2(C#N)C(=O)Nc3ccccc32)cc1 (stereo not drawn)	13%	5%	-8%
16	CCOC(=O)NC1(NC(C)C)Oc2ccccc2O1	-2%	-6%	-11%[0.501 µM]
17	COc1ccc(C(=O)NCCc2nc3ccccc3[nH]2)cc1	12%	.	17%
18	O=C(NS(=O)(=O)NC1CCCCC1)C1=C(N2CCCC2)COC1=O	19%	.	0%
19	Cc1cc(C)nc(SCC(=O)Nc2ccc(S(=O)(=O)NCCO)cc2)n1	-12%	.	3%
20	O=C(c1cc2ccc3cccnc3c2[nH]1)N1CCN(c2ccc(Cl)cc2)CC1	0%	.	2%
21	CCCCOc1ccccc1C(=O)N(Cc1ccco1)C1CCS(=O)(=O)C1 (stereo not drawn)	-6%	-13%	-4%
22	CCN(CC)C(=O)C1CCCN(C/C=C/c2ccccc2[N+](=O)[O-])C1 (stereo not drawn)	-1%	-8%	-3%
23	COc1ccc(N2CCN(C(=O)Cc3ncc(C(F)(F)F)cc3Cl)CC2)cc1	-11%	-2%	3%
24	CCOc1ncccc1C(=O)OCC(=O)Nc1cc(C(C)(C)C)ccc1OC	-6%	.	-2%
25	Cc1ccc(S(=O)(=O)c2cc(O)ccc2O)cc1C	17%	7%	-1%
26	CCCc1nn2c(=O)cc(COC(=O)c3ccccc3NC(=O)c3ccc(OCC)cc3)nc2s1	0%	.	-11%
27	COc1ccccc1Nc1nnc(SCC(=O)N2CCCC2)s1	-5%	13%	-5%
28	COc1cc(/C=N/NC(=O)C[n+]2ccccc2)cc(OC)c1OC	2%	2%	-2%
29	CC(=O)c1cnc(Nc2nc(C)c3ccccc3n2)nc1C	.	2%	0%
30	Cc1nc(CNS(=O)(=O)c2ccc3c(c2)OCCO3)cs1	-2%	7%	0%
31	CC(=O)NC(=S)Nc1ccc(NC(=O)c2cccnc2Cl)cc1	4%	-10%	-9%
32	O=C(N/N=C\c1ccncc1)c1ccc(Cl)s1	3%	4%	0%
33	Cc1nnc(SCC(=O)N2CC(=O)Nc3ccccc32)s1	2%	0%	7%
34	c1ccc(Nc2ncnc3c2oc2ccccc23)cc1	9%	13%	.
35	OC(CN1CCC(Cc2ccccc2)CC1)C(F)(F)F (stereo not drawn)	0%	-9%	-15%
36	O=S(=O)(NCc1ccncc1)c1ccc(Br)s1	-3%	1%	3%
37	Cc1ccc(C)c(NC(=O)CCC(=O)NNC(=O)COc2cc(C)ccc2C)c1	5%	1%	-7%
38	Cc1ccc(CCNC(=O)c2ccc(NC(=O)N3CC(C)Sc4ccccc43)cc2)cc1 (stereo not drawn)	-10%	.	-2%
39	Oc1ccc(Cc2ncc(C(F)(F)F)cc2Cl)cc1	1%	9%	-10%
40	COC(=O)c1ccccc1NC(=O)C12CC3CC(C1)CC(n1cnc(Cl)n1)(C3)C2	-19%	?	-3%
41	N/C(=N\c1nc2ccccc2o1)NC(=O)c1ccccc1Br	11%	12%	5%
42	O=C(O)Cn1nnc(-c2ccc(OCc3cccc(C(F)(F)F)c3)cc2)n1	6%	.	-12%
43	COc1cccc(-c2c(-c3cc(OC)cc(OC)c3)n(C)c3ccc(Br)cc23)c1	13%	.	2%
44	C=CC[C@@H](CC(=O)N[C@@H](CO)Cc1ccccc1)C(=O)N[C@@H](C)COC(=O)[C@@H](CC=C)Cc1ccc(F)cc1	-11%	.	-6%
45	COc1ccc(OC)c(/C=N/Nc2cc(C)nc(N3CCOCC3)n2)c1	2%	-6%	-8%
46	CCc1c(C)nc2ccc(Br)cc2c1SCCC#N	0%	3%	-4%
47	COc1ccccc1C(=O)Nc1c(C)cc(Br)cc1C	12%	4%	-7%
48	Cc1ccc(-n2ncc3c(=O)[nH]c(SCC(=O)NCC4CCCO4)nc32)cc1 (stereo not drawn)	-14%	.	-2%
49	Cc1ccccc1-c1cc2c(nn1)-c1ccccc1C2=O	-5%	-3%	-14%
50	Cc1ccc2nc(NCc3ccccc3)c(C=O)c(=O)n2c1	-2%	29%	1%
51	O=C(Nc1ccc2c(c1)OCCO2)Nc1ccc2c(c1)OCO2	0%	-5%	-7%
52	O=C(CN(c1ccccc1F)S(=O)(=O)c1ccccc1)Nc1ccc2c(c1)OCCO2	-15%	-2%	-14%
53	O=C(O)c1ccc2c(c1)C(=O)N(c1ncccn1)C2=O	-2%	7%	-1%
54	CCc1ccc(O)c(C(=O)c2cnc3cc(-c4ccc(C)cc4)nn3c2)c1	-6%	.	-5%
55	COc1cc2c(C)nc3c(cnn3-c3ccccc3)c2cc1OC	-15%	5%	-8%
56	CCOC(=O)c1cc(-c2ccccc2)sc1NC(=O)CN1C(=O)NC(CC)(c2ccccc2)C1=O (stereo not drawn)	-10%	?	-6%
57	O=C(NCS(=O)(=O)c1ccccc1)c1ccccc1	5%	4%	2%
58	Cc1ccc(NC(=O)OCc2cc(-c3ccccc3)on2)cc1	-1%	19%	-4%
59	COc1ccc(-n2nc(C(=O)NCC(=O)N3CCCC3)c3ccccc3c2=O)c(OC)c1	9%	-25%	-5%
60	CC(=O)N1N=C(c2cccc(NS(C)(=O)=O)c2)CC1c1cccs1 (stereo not drawn)	-11%	0%	-2%

Some of these compounds in order of molar mass, high to low.
No.	SMILES	FEN1 inh	N370S GC mod	KAT2A inh
60	CC(=O)N1N=C(c2cccc(NS(C)(=O)=O)c2)CC1c1cccs1 (stereo not drawn)	-11%	0%	-2%
54	CCc1ccc(O)c(C(=O)c2cnc3cc(-c4ccc(C)cc4)nn3c2)c1	-6%	.	-5%
51	O=C(Nc1ccc2c(c1)OCCO2)Nc1ccc2c(c1)OCO2	0%	-5%	-7%
49	Cc1ccccc1-c1cc2c(nn1)-c1ccccc1C2=O	-5%	-3%	-14%
53	O=C(O)c1ccc2c(c1)C(=O)N(c1ncccn1)C2=O	-2%	7%	-1%

(more compounds)
No.	SMILES	FEN1 inh	N370S GC mod	KAT2A inh
61	O=C(CCN1C(=O)S/C(=C/c2ccc(Cl)cc2)C1=O)N1CCOCC1	3%	1%	-4%
62	O=C(CSc1ccc2ccccc2c1)NC1CCCc2ccccc21 (stereo not drawn)	-3%	19%	2%
63	CC(C)[C@H]1C(=O)Nc2ccccc2N1C(=O)N[C@@H](Cc1ccccc1)C(=O)N[C@H](Cc1ccccc1)C(=O)O	-9%	-4%	-1%
64	Cc1noc(C)c1S(=O)(=O)N1CCC(C(=O)N2CCN(c3ccccc3)CC2)CC1	13%	.	-7%
65	O=c1c2ccccc2nc2c3ccccc3ncn12	0%	6%	0%
66	O=C(c1ccc(Cl)cc1)N1CCOc2ccccc21	7%	-5%	-21%
67	COc1ccc(N2C(=O)C(Cl)=C(NCc3ccccc3)C2=O)cc1	-6%	12%	-6%
68	COc1ccc(-c2sc3ccc(OC)cc3c2-c2ccc(OCCN3CCOCC3)cc2)cc1	-17%	.	-8%
69	COc1ccc(C2CC(=O)CC(=O)C2n2cncn2)cc1 (stereo not drawn)	-1%	2%	-5%
70	CC(C)S(=O)(=O)c1ccc(C(=O)Nc2ccc(F)cc2F)cn1	0%	-5%	9%
71	COc1ccc(-c2nc3c(n2O)CCc2c-3no[n+]2[O-])cc1	2%	-15%	0%
72	CCOC(=O)C(C(=O)N(C)Cc1ccccc1)C1CCCCC1 (stereo not drawn)	6%	2%	2%
73	Cc1ccn2c(=O)nc(SCC(=O)NCc3ccc(F)cc3)nc2c1	0%	9%	-26%
74	Nc1ccc(NS(=O)(=O)c2ccccc2)cc1	-5%	28%	-3%
75	Cc1ccc2nc3ccc(N4CCN(C)CC4)nn3c(=O)c2c1	9%	6%	-17%
76	CC1CCC2(CC1)NC(=O)N(CC(=O)Nc1cccc(S(=O)(=O)N3CCCCC3)c1)C2=O (stereo not drawn)	?	.	-6%
77	CCOc1cc(OCC)cc(C(=O)NCCCN2CCOCC2)c1	1%	-4%	-11%
78	Cc1ccc(S(=O)(=O)N(C)C)cc1NC(=O)CCCNC(=O)c1ccc(Cl)cc1	1%	0%	1%
79	Cc1cc(C(=O)NNC(=S)NCc2ccco2)n(C)n1	2%	9%	-5%
80	COc1cc(Cl)c(C)cc1NC(=O)CCc1nc2cccnc2n1-c1ccccc1	13%	.	1%
81	CCCn1c(CN2CCN(C(=O)OCC)CC2)nc2cc([N+](=O)[O-])ccc21	2%	-6%	2%
82	OCCCNc1nc(-c2ccccc2)c2cc(Br)ccc2n1	-3%	0%	-30%
83	CC(=O)n1cc(/C=N/NC(=O)c2ccc(Cl)cc2)c2ccccc21	-5%	-5%	-3%
84	COC(=O)C1=C(C)N(c2ccc(OC)c(OC)c2)C(=O)C1	-7%	-26%	-6%
85	Cc1ccc(-n2c(C)nc3c(cnn3-c3ccc(F)cc3)c2=O)cc1	2%	7%	-7%
86	CCN1CCN(C(=O)CN(C)S(=O)(=O)c2cc(C)ccc2OC)CC1	9%	2%	2%
87	O=C(NCc1ccc2c(c1)OCO2)C1CCCN1C(=O)Nc1ccc(F)cc1 (stereo not drawn)	20%	-3%	-1%
88	CCCCc1nnc(NC(=O)c2nc3nccc(C)n3n2)s1	2%	0%	-18%
89	N#Cc1cccc(C(=O)OCc2cccc(S(=O)(=O)N3CCOCC3)c2)c1	-11%	-4%	-11%
90	CCOC(=O)c1sc2ccc(S(=O)(=O)N3CCCCC3)cc2c1N	-21%	-8%	-8%
91	CCOC(=O)c1[nH]c(C)c(C(=O)OCc2ccc(C)cc2)c1C	-4%	1%	1%
92	Cc1ccc(C)c(OCC(=O)Nc2ccc(S(=O)(=O)N3CCN(C)CC3)cc2)c1	7%	-4%	-5%
93	Cc1ccc(C)c(NC(=O)CCC(=O)N/N=C/c2cc([N+](=O)[O-])ccc2O)c1	1%	-19%	-4%
94	Cc1csc(NC(=O)c2sc3nc(-c4cccs4)ccc3c2N)n1	-13%	2%	-9%
95	CCCc1cc(=O)n2[nH]c(-c3cccc(Br)c3)cc2n1	-2%	5%	1%
96	CC(=O)Nc1cccc(C(=O)NC2CCCc3c2cnn3-c2ccc(C(C)(C)C)cc2)c1 (stereo not drawn)	-9%	-2%	-10%
97	CCCCN(C(=O)/C=C/c1ccco1)c1c(N)n(CC(C)C)c(=O)[nH]c1=O	11%	3%	-4%
98	CCN(C(=O)COC(=O)CSc1ccc(C)c(C)c1)C1CCS(=O)(=O)C1 (stereo not drawn)	5%	-11%	-2%
99	Cc1ccc(SC(C)C(=O)N2CCCC2)cc1 (stereo not drawn)	10%	-1%	-5%
100	Cc1nnc(SCC(=O)Nc2sc3c(c2C(=O)c2ccccc2)CCCC3)s1	-5%	17%	-8%
101	COc1ccccc1N1CCN(C2CCCN(Cc3ccccc3OCCO)C2)CC1 (stereo not drawn)	-1%	-4%	-7%
102	COc1ccc(Nc2ncnc3sc(-c4ccccc4)cc23)c(OC)c1	-12%	14%	0%
103	Cc1cccc(C)c1OCC(=O)N/N=C/c1ccc2c(c1)OCO2	11%	5%	13µM*
104	CN(Cc1c(F)cccc1Cl)C(=O)CNC(=O)c1cccs1	-17%	11%	-2%
105	Cc1cc(NC(=O)c2cccc(C)c2[N+](=O)[O-])no1	3%	-23%	-13%

Printed as active in KAT2A inh, among the entries above:
No.	SMILES	FEN1 inh	N370S GC mod	KAT2A inh
103	Cc1cccc(C)c1OCC(=O)N/N=C/c1ccc2c(c1)OCO2	11%	5%	13µM*

Screens (PubChem)
